# TbPYK inhibitor = qHTS of Trypanosoma Brucei Inhibitors; actives 0.12% (n = 410,000); AID 624173, 2012; TbPYK enzyme, Kinase-Glo Plus ATP luminescence, 45 min; Potency, µM (titrated, usually from 76.8 µM), for inactives: at the top dose activity, negative = inhibition, most hits filed as inhibitors; also: potency is read from the fitted curve at half-maximal effect; % is scaled to controls: 0 for no effect and ±100 for the full control effect; nearly all actives have a fitted effect of over 50% in size
#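 In this concentration-response screen, enzyme-free wells defined baseline while DMSO plates tracked drift. Each reaction combined TbPYK, substrate, compound and 130 uM ADP for 45 min at room temperature. Kinase-Glo Plus luminescence gave the signal.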
# AMA1 RON2 block = qHTS for Inhibitors of AMA1-RON; Towards Development of Antimalarial Drug Lead: Primary Screen; AlphaScreen AMA1-biotinylated RON2 peptide binding; actives 0.2% (n = 360,000); Plasmodium falciparum AMA1 (3D7) - RON2 peptide interaction; Potency, µM (highest dose often 58.2 µM), without a hit: at the highest dose activity change, negative = inhibition, hits mostly inhibitors;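 also: potency is read from the fitted curve at half-maximal effect; 0% = vehicle wells and -100% = peptide control; nearly all actives have a fitted effect of over 45% in size; some results filed as inactive show a strong effect at the top dose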
#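 AMA1 (3D7) with his tag at 25 nM final met compounds first, then biotinylated RON2 peptide at 25 nM; detection used donor plus acceptor beads, 10 µg/mL apiece, read by AlphaScreen after 30 min at room temperature.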
# Pf growth 96h = Primary qHTS for delayed death inhibitors of the malarial parasite plastid, 96 hour incubation; P. falciparum luciferase reporter growth, 96 h; Potency, µM (doses to about 28.7 µM), inactives show top-dose activity change, negative = inhibition, most hits filed as inhibitors; actives 6.9% (n = 320,000); AID 504834, 2011; also: potency is read from the fitted curve at half-maximal effect; % is scaled to controls: 0 for no effect and ±100 for the full control effect
#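 Cell-based qHTS: luciferase-tagged P. falciparum in erythrocytes (2% hematocrit, 0.05% parasitemia final) incubated with compounds for 96 hours, 37 C, 5% CO2; luciferase detection reagent then added and luminescence measured.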
# LmPK inhibitor = qHTS Assay for Inhibitors of Leishmania Mexicana Pyruvate Kinase (LmPK). Q27686. purified LmPK, Kinase-Glo ATP luminescence, 1 h. Potency, µM (series often up to 57.5 µM), inactives show at the highest dose activity change, negative = inhibition, hits mostly inhibitors. actives 0.37% (n = 290,000); also: potency is read from the fitted curve at half-maximal effect; % is scaled to controls: 0 for no effect and ±100 for the full control effect
# Target sequence (Q27686 whole entry, looked up): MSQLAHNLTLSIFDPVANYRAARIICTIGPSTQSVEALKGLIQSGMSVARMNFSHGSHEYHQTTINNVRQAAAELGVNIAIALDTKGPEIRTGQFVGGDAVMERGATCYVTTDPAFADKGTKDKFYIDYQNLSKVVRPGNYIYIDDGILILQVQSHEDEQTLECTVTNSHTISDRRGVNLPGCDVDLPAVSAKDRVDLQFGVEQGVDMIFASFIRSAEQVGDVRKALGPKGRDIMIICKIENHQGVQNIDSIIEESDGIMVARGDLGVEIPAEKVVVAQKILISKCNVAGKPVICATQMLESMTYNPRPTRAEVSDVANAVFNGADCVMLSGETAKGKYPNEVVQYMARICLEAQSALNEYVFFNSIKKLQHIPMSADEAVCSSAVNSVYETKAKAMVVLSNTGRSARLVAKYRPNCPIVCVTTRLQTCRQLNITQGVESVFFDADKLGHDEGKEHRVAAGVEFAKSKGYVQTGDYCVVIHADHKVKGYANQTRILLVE
#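 Screened at intermediate enzyme activity to detect both inhibitors and activators: LmPK at 0.1 nM, with a 0.5 nM enzyme column as activation reference. PEP 0.5 mM, ADP 0.1 mM; ATP detected by luminescence after 1 h.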
# Shiga toxin inh = A qHTS for Small Molecule Inhibitors of Shiga Toxin. Vero cells, Shiga toxin protein synthesis inhibition reporter. inhibition, % at 38.7 µM. actives 9.2% (n = 290,000). AID 2315, 2010; in the data active = inhibition mostly above about 28%, no sharp cut-off; inactive = mostly below about 43%; also: 0% is about no effect
# Pf growth 48h = Primary qHTS for delayed death inhibitors of the malarial parasite plastid, 48 hour incubation; Potency, µM (doses to about 28.7 µM), without a hit: top-dose activity change, negative = inhibition, hits mostly inhibitors; P. falciparum luciferase growth in erythrocytes, 48 h; actives 5.9% (n = 310,000); also: potency is read from the fitted curve at half-maximal effect; % is scaled to controls: 0 for no effect and ±100 for the full control effect
#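 First compound was added to culture medium, then infected red cells at 0.1% parasitemia and 2% hematocrit (final). After incubation at 37 C under 5% CO2, luciferase detection reagent was dispensed and light output recorded.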
# Cycloheximide cs = Cycloheximide Counterscreen for Small Molecule Inhibitors of Shiga Toxin; cell reporter, cycloheximide protein synthesis inhibition counterscreen; max response, %; actives 12% (n = 300,000); AID 2314, 2010; in the data active = max response mostly above about 13%, no sharp cut-off; inactive = mostly below about 14%; also: read at 38.3 µM for the half of the compounds with a filed dose; 0% is about no effect
# Starred values were filed as active, the others as inactive; ? = inconclusive; . = not tested or not shown; & = joins results of further samples; [ ] = remark or other dose. Unless noted, calls follow the shape of the dose curve; as a rule, active = well fitted curve in the direction sought with a large enough effect; inconclusive = small, poorly fitted or top-dose-only effect, or another doubt; inactive = no such curve, though single readings can be large; an effect the other way counts as inactive or inconclusive.
# Preview, 13 compounds:
SMILES,TbPYK inhibitor,AMA1 RON2 block,Pf growth 96h,LmPK inhibitor,Shiga toxin inh,Pf growth 48h,Cycloheximide cs
CCN1CCN(S(=O)(=O)c2ccc3[nH]c(=O)oc3c2)CC1,-1%,-7%,?,6%,-19,.,-3
COCc1cc(C)nc2sc(C(=O)Nc3cccc(OC)c3)c(N)c12,-1%,27%,?,-4%,66*,108%[activator],54*
Cc1ccc(-c2csc3nc(CSc4nnc(-c5ccc(Cl)cc5)n4C)[nH]c(=O)c23)cc1,-15%,5%[11.6 µM],-21%,4%,-9,-7%,13*
Cc1nn(C)c(C(=O)Nc2ccc(Cl)c([N+](=O)[O-])c2)c1Cl,1%,7%,9%,4%,1,23%,0
CC1(C)CC(=O)C2=C(C1)Nc1cc(C(=O)c3ccccc3)ccc1NC2c1ccccn1 (centres undefined),2%,6%,25%,1%,-6,-4%,6
CC(C)c1ccc(NC(=O)C2CC(=O)N=C(N)S2)cc1 (centres undefined),-7%,27%,?,-12%,-9,10%,5
CCOc1ccc(S(=O)(=O)N2CCN(c3ccccc3OC)CC2)c2cccnc12,-1%,4%,.,6%,-22,?,-2
CCOC(=O)c1c(-c2ccc(OC)cc2)csc1NC(=O)CCN1CCOCC1,5%,?,5.9µM*,1%,-10,12µM*,1
Cc1ccc(N=C2NC(=O)/C(=C/c3cccs3)S2)cc1C,4%,0%,?,0%,11,-7%,7
CC(C)c1cc(C(=O)N2CCCC(Nc3ccc(F)c(F)c3)C2)nc(N)n1 (centres undefined),-5%,5%,?,-2%,-15,-2%,-4
CCOC(=O)CN(C(=O)CNC(=O)c1ccco1)C(C(=O)NC1CCCCC1)c1cccnc1 (centres undefined),-3%,-5%,-15%,1%,16,21%,2
CC(CNC(=O)CN1C(=O)NC2(CCOc3ccccc32)C1=O)c1ccccc1 (centres undefined),-8%,-5%,?,.,.,?,.
S=c1nc[nH]c2c1cnn2-c1ccccc1,-8%,108%[activator],79%[activator],-5%,9,54%[activator],2

# Main list, repeating the preview:
SMILES,TbPYK inhibitor,AMA1 RON2 block,Pf growth 96h,LmPK inhibitor,Shiga toxin inh,Pf growth 48h,Cycloheximide cs
CCN1CCN(S(=O)(=O)c2ccc3[nH]c(=O)oc3c2)CC1,-1%,-7%,?,6%,-19,.,-3
COCc1cc(C)nc2sc(C(=O)Nc3cccc(OC)c3)c(N)c12,-1%,27%,?,-4%,66*,108%[activator],54*
Cc1ccc(-c2csc3nc(CSc4nnc(-c5ccc(Cl)cc5)n4C)[nH]c(=O)c23)cc1,-15%,5%[11.6 µM],-21%,4%,-9,-7%,13*
Cc1nn(C)c(C(=O)Nc2ccc(Cl)c([N+](=O)[O-])c2)c1Cl,1%,7%,9%,4%,1,23%,0
CC1(C)CC(=O)C2=C(C1)Nc1cc(C(=O)c3ccccc3)ccc1NC2c1ccccn1 (centres undefined),2%,6%,25%,1%,-6,-4%,6
CC(C)c1ccc(NC(=O)C2CC(=O)N=C(N)S2)cc1 (centres undefined),-7%,27%,?,-12%,-9,10%,5
CCOc1ccc(S(=O)(=O)N2CCN(c3ccccc3OC)CC2)c2cccnc12,-1%,4%,.,6%,-22,?,-2
CCOC(=O)c1c(-c2ccc(OC)cc2)csc1NC(=O)CCN1CCOCC1,5%,?,5.9µM*,1%,-10,12µM*,1
Cc1ccc(N=C2NC(=O)/C(=C/c3cccs3)S2)cc1C,4%,0%,?,0%,11,-7%,7
CC(C)c1cc(C(=O)N2CCCC(Nc3ccc(F)c(F)c3)C2)nc(N)n1 (centres undefined),-5%,5%,?,-2%,-15,-2%,-4
CCOC(=O)CN(C(=O)CNC(=O)c1ccco1)C(C(=O)NC1CCCCC1)c1cccnc1 (centres undefined),-3%,-5%,-15%,1%,16,21%,2
CC(CNC(=O)CN1C(=O)NC2(CCOc3ccccc32)C1=O)c1ccccc1 (centres undefined),-8%,-5%,?,.,.,?,.
S=c1nc[nH]c2c1cnn2-c1ccccc1,-8%,108%[activator],79%[activator],-5%,9,54%[activator],2
Cc1ccc(S(=O)(=O)N2CCN(C(=O)NCc3ccc(F)cc3)CC2)c(C)c1,-4%,-5%,0%,2%,25,-29%,-2
CN(C(=O)CSc1nnc(Cc2ccccc2F)n1N)C1CCS(=O)(=O)C1 (centres undefined),4%,11%,43%[activator],3%,-10,.,-4
CS(=O)(=O)N(CC(=O)NCC1CCCO1)c1cc(Cl)ccc1Cl (centres undefined),-4%,3%,19%,4%,-10,.,1
CCOc1ccc(C2C=C(c3ccc(F)cc3)Nc3ncnn32)cc1 (centres undefined),2%,8%,.,0%,1,12µM*,-2
Cc1ccccc1C(=O)N1CCC(C(=O)Nc2ccc(C(C)C)cc2)CC1,-11%,5%,-5%,1%,-7,?,-2
CC(=O)c1ccc(N2CCN(C(=O)[C@H](C)NC(=O)c3ccccc3Cl)CC2)cc1,-4%,3%,?,-4%,45,-14%,-1
Cc1oc(-c2ccccc2F)nc1CN1CCC(C(=O)NC2CCCCCCC2)CC1,7%,-8%,34%[activator],4%,-22,2%,2
O=C(COC(=O)c1cccnc1Cl)c1ccc(Cl)cc1Cl,-9%,5%,?,-7%,-16,-10%,-4
Cc1ccc(S(=O)(=O)N2CCC(C(=O)NCc3ccccc3CN3CCCC3)CC2)cc1C,-8%,-5%,?,.,.,?,.
COc1ccc(Cn2nnc3ccccc32)cc1,0%,-4%,?,.,.,-11%,.
O=C(O)c1cc(NS(=O)(=O)c2cccs2)cc(NS(=O)(=O)c2cccs2)c1,-7%,17%,-3%,.,.,?,.
Cc1nc2sccn2c(=O)c1S(=O)(=O)NCc1ccccc1,5%&-7%,13%,62%[activator],-12%,-2,23%,-1
NC(=O)C1CCN(C2OC(=O)c3ccccc32)CC1 (centres undefined),-1%,0%,19%,2%,-9,-15%,-3
CCC1CCCCN1CCNC(=O)C1CCCN(S(=O)(=O)c2cccc3nsnc23)C1 (centres undefined),6%,9%,-12%,3%,-7,?,-6
Cc1ccc(NC(=O)CCCn2c(=O)[nH]c3ccsc3c2=O)cc1,-3%,2%,-5%,-2%,23,27%,1
CCc1ccc(N(C(=O)c2csnn2)C(C(=O)NC(C)(C)C)c2ccncc2)cc1 (centres undefined),0%,2%,?,-2%,17,23%,10
COCc1nnc(NC(=O)c2sc3ccccc3c2Cl)s1,-8%,4%,?,-7%,91*,66%[activator],44*
Cc1csc(/C(=N\O)c2csc(C)n2)n1,-1%,14%,?,-1%,64,-4%,-7
CC(C)Cc1nnc(NC(=O)CCC(=O)NC2CCCCC2)s1,1%,-1%,?,-2%,-2,-15%,12
Cc1ccc(C)c(C(=O)COc2ncnc3ccccc23)c1,3%,-12%,10%,5%,70*,25%,28
O=c1ccc(-c2ccc(S(=O)(=O)Nc3cccc(Br)c3)o2)n[nH]1,-11%,13%,-4%,6%,17,11%,-2
COc1ccc2c(C)nc(Nc3nc(C)c(C)c(=O)[nH]3)nc2c1,0%,4%,?,-4%,25,89%[activator],48*
COc1ccccc1N1CCN(C(=O)C2C3C=CC4(CN(Cc5ccccc5Cl)C(=O)C24)O3)CC1 (centres undefined),-5%,-2%,0%,-7%,-14,?,-2
[O-]/[N+](=C\C=C\c1ccccc1)c1ccccc1,-5%,2%,126%[activator],?,133*,72%[activator],50*
COc1ccc(N2CC(C(=O)Nc3c4c(nn3-c3ccccc3)CS(=O)(=O)C4)CC2=O)cc1 (centres undefined),-10%,-4%,11%,-3%,-15,10%,-2
CC(=O)c1ccc(NS(=O)(=O)c2cccc(C)c2)cc1,3%,0%,.,1%,89*,41%[activator],36*
CC1CCN(c2ccc(-c3cccc(NC(=O)c4ccco4)c3)nn2)CC1,10%,11%,-4%,.,.,-71%,.
COc1ccc(/C(O)=C2/C(=O)C(=O)N(CCCN3CCOCC3)C2c2ccc(OC)cc2)cc1 (centres undefined),0%,-6%,-28%,1%,.,49%[activator],-1
CN(c1ccccc1C(=O)Nc1cccc(C(F)(F)F)c1)S(C)(=O)=O,-1%,-8%,?,0%,-7,11%,0
CN(CC(=O)OCC(=O)c1c(N)n(C)c(=O)n(C)c1=O)S(=O)(=O)c1ccc(Cl)cc1,-1%,20%,-4%,6%,10,16%,-2
CCC(c1nnnn1C1CCCC1)N1CCN(Cc2ccccc2)CC1 (centres undefined),3%,-15%,?,2%,-7,?,-2
CCOc1ccccc1NC(=O)NC1(C(=O)N2CCN3CCCC3C2)CCCCC1 (centres undefined),-6%,-6%,-16%,2%,-9,-13%,-7
Cc1c(NC(=O)c2cnn3c2NC(c2ccccc2)CC3C(F)(F)F)c(=O)n(-c2ccccc2)n1C (centres undefined),-2%,41%[activator],?,-1%,-10,.,-6
Cc1ccc(NC(=O)c2ccc3c(c2)OCO3)cc1S(=O)(=O)N1CCOCC1,0%,-1%,?,.,.,-8%,.
O=C(NC(=S)NCC1CCCO1)c1cccs1 (centres undefined),9%,-3%,-1%,1%,26,-11%,12*
CC(=O)N1CCN(c2ccc(NC(=O)c3ccc(C(C)(C)C)cc3)cc2)CC1,-18%,-6%,1%,1%,45*,10µM*,32*
CC1(OC(=O)C2CCCC2)C(=O)C=C2C=C(c3ccsc3)N(CCc3ccccn3)C=C2C1=O (centres undefined),-3%,-12%,?,-1%[11.5 µM],43,?,3

# Not a hit list (roughly 21% active in at least one column).
